DDE Tn6 FP inh = inhibitors of Tn6 peptide binding to fibrin DD(E), primary screen, biochemical, fluorescence polarization, human fibrin, Tn6 probe | Fibrinogen beta chain (Homo sapiens), P02675 | Fibrin DD(E) TRITC-Tn6 fluorescence polarization displacement | inhibition, % at 8.3 µM | 370,000 tested, 0.21% active | AID 720509, 2013;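 active = inhibition above a per-campaign cutoff: mean of compounds within control limits plus 3 SD, cut at about 15% in these data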;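 note: 0% = median of all compound wells on the plate and 100% = blocking peptide control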
PLCg1 inh = PLC-gamma1 enzyme inhibitors, primary screen, biochemical, fluorescence, purified enzyme | 1-phosphatidylinositol 4,5-bisphosphate phosphodiesterase gamma-1 (Homo sapiens), P19174 | fluorogenic substrate | inhibition, % at 12.2 µM | 370,000 tested, 0.84% active | AID 720700, 2013; in the data active = inhibition above about 9.5%
UHRF1 binding = UHRF1 methylated DNA binding inhibitors, primary screen, counter-screen for MBD2 inhibitor project, biochemical, TR-FRET, human UHRF1, single concentration; 370,000 tested, 0.75% active; UHRF1 binding to methylated oligo; E3 ubiquitin-protein ligase UHRF1 (Homo sapiens), Q96T88; inhibition, % at 4.4 µM; in the data active = inhibition above about 21%;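 note: UHRF1 SRA domain binding a hemimethylated CpG hairpin DNA probe; 0% = median of test compound wells and 100% = reference inhibitor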
MBD2 inh = inhibitors of MBD2 binding to methylated DNA, primary screen, biochemical, TR-FRET, DNA-binding domain, human; Methyl-CpG-binding domain protein 2 (Homo sapiens), Q9UBB5; MBD2 binding to methylated oligonucleotide; inhibition, % at 4.4 µM; 370,000 tested, 0.31% active; in the data active = inhibition above about 13%
Target sequence (Q9UBB5 whole entry, looked up, the tested form may be a part): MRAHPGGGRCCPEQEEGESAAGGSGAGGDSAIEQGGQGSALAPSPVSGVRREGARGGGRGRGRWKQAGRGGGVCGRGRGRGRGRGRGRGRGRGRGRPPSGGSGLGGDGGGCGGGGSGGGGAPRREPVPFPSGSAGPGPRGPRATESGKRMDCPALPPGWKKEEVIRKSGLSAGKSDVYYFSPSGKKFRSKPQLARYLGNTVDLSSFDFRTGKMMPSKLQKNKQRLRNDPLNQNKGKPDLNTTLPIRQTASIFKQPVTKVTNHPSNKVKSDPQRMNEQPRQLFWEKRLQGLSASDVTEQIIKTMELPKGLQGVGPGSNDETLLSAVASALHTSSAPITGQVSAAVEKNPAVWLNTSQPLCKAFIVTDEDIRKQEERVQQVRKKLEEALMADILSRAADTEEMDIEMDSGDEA
ARFGAP1 inh = inhibitors of rat ARFGAP1 GAP activity, primary screen, biochemical, fluorescence polarization, GDP tracer. inhibition, % at 16.5 µM. Arfgap1-stimulated ARF1 GTP hydrolysis, GDP FP detection. 360,000 tested, 0.26% active. AID 651572, 2012;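 active = inhibition above a per-plate limit, mean inhibition of low control wells plus 3 SD, cut at about 25% in these data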;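 note: 0% = DMSO wells with enzyme and 100% = wells lacking Arfgap1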
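Material – truncated rat Arfgap1 GAP domain · Buffer or medium – HEPES-based buffer, pH 7.5 · Reagent – human ARF1(Δ1-17)-GTP substrate · Dosing – 16.5 µM single point, 1.26% DMSO · Schedule – GTP hydrolysis reaction 2 h at 25 °C · Technique – GDP detection by fluorescence polarization · Benchmarks – No-Arfgap1 wells (100%) versus DMSO full-reaction wells (0%) · Repeats – single replicate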
ADAM17 inh = ADAM17 inhibitors, primary screen, biochemical, QFRET; recombinant ADAM17, EDANS/DABCYL FRET peptide cleavage; 370,000 tested, 0.83% active; inhibition, % at 6.95 µM; Disintegrin and metalloproteinase domain-containing protein 17 (Homo sapiens), P78536; AID 720648, 2013;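 active = inhibition above the mean of compounds lying between control limits plus 3 SD, set per campaign, cut at about 8.5% in these data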;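 note: 0% = DMSO-only wells as the low control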
ASAP1 inh = inhibitors of human ASAP1 ArfGAP activity, primary screen, biochemical, fluorescence polarization | Arf-GAP with SH3 domain, ANK repeat and PH domain-containing protein 1 (Homo sapiens), … | ASAP1-stimulated ARF1 GTP hydrolysis, GDP FP detection | inhibition, % at 16.5 µM | 360,000 tested, 0.19% active | AID 624377, 2012; in the data active = inhibition above about 25%;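 note: 0% = vehicle with enzyme and substrate and 100% = no enzyme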
Target sequence (Q9ULH1 325-724 limits assumed): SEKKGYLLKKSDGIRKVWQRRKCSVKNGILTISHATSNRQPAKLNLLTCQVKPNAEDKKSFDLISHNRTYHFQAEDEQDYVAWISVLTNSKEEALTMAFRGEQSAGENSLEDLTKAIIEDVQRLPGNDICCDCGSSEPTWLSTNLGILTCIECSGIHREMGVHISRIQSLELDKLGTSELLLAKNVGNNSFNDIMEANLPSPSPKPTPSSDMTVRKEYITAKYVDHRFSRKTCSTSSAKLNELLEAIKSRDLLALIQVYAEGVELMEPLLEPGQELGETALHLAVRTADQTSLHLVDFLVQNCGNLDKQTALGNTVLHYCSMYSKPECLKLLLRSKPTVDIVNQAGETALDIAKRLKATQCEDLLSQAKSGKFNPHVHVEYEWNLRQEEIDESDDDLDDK
Tn7 DDE FP = inhibitors of Tn7 peptide binding to fibrin DD(E), primary screen, biochemical, fluorescence polarization, human fibrin, Tn7 probe; Fibrinogen beta chain (Homo sapiens), P02675; FP displacement of FITC-Tn7 peptide from fibrin DD(E); 0% = median of compound wells per plate; inhibition, % at 8.3 µM; 370,000 tested, 0.13% active; AID 720508, 2013;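 active = inhibition above the mean of compounds falling within the control limits plus 3 SD of them, cut at about 14% in these data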;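 note: 0% = plate median of compound wells and 100% = 10 µM Aha-Tn7 peptide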
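assay system = human clot-derived fibrin DD(E) complex | quantity = Fibrin-DD(E) at 2 µM final | timing = 10 min preincubation, 3 h with tracer, room temperature | signal = fluorescence polarization | measure = percent inhibition | benchmarks = high control wells with 10 µM unlabelled Aha-Tn7 peptide (full inhibition) | replicates = singlicate testing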
proKLK7 act = proKLK7 zymogen activators, primary screen, biochemical, fluorescence intensity | Kallikrein-7 (Homo sapiens), P49862 | purified proKLK7, EDANS-DABCYL substrate fluorescence; 100% is mature enzyme control, 0% vehicle | activation, % at 7 µM | 370,000 tested, 0.9% active | AID 652039, 2013;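 active = activation above the mean of all tested compounds plus 3 SD, computed per campaign excluding outliers beyond control limits, cut at about 13% in these data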
Target sequence (P49862 whole entry, looked up): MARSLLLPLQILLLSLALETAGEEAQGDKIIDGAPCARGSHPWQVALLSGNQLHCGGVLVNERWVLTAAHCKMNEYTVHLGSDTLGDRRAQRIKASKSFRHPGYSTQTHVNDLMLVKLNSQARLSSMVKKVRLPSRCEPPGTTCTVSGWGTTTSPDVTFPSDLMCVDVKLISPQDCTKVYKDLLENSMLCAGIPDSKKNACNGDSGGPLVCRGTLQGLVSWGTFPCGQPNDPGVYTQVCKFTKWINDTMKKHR
PLCb3 inh = human PLC-beta3 inhibitors, primary screen, biochemical, fluorescence. 1-phosphatidylinositol 4,5-bisphosphate phosphodiesterase beta-3 (Homo sapiens), Q01970. Purified PLC-beta3, fluorogenic substrate. inhibition, % at 12.2 µM. 370,000 tested, 0.18% active; in the data active = inhibition above about 11%;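 note: 0% = median of compound wells on plate and 100% = full blocker control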
* = called active by the depositor.

SMILES | DDE Tn6 FP inh | PLCg1 inh | UHRF1 binding | MBD2 inh | ARFGAP1 inh | ADAM17 inh | ASAP1 inh | Tn7 DDE FP | proKLK7 act | PLCb3 inh
COc1ccc2c(c1OC)C(=O)OC2N1C(=O)CC[C@H]1C(=O)NCC1CCCO1 (stereo not given in full) | 1.2 | -1.1 | 2.2 | -1.8 | 9.1 | -10.3 | 16.9 | -5.9 | -0.5 | -5.2
Cc1ccc(C(C)NC(=O)c2ccncc2)cc1C (stereo not given) | -8.7 | 2.3 | 2.3 | 2.5 | -3.6 | -1.8 | 10.1 | -3.3 | 0.2 | -2.5
O=C(NCc1cccs1)C1CCN(S(=O)(=O)c2ccccc2F)CC1 | 3.6 | -1.2 | 0.8 | 0.1 | -9.3 | -2.1 | -3.4 | -9.5 | 0.0 | -5.2
O=[N+]([O-])c1ccc(N/N=C2\CC3CC=CC23)cc1 (stereo not given) | -8.4 | 1.1 | -4.2 | -2.7 | 28.1* | 0.5 | 7.4 | -0.5 | 0.5 | 1.7
CCc1ccccc1NC(=O)COc1cccc2ccc(C)nc12 | -7.1 | -2.6 | 3.1 | 3.0 | 1.0 | -7.5 | -6.9 | 4.5 | 0.2 | -3.8
COc1ccccc1CC(=O)c1ccc(OCc2ccccc2)cc1 | 7.7 | 0.2 | 19.2 | 1.0 | -0.5 | 0.6 | -13.3 | 9.2 | 0.5 | -1.8
COc1ccc(-n2nc(C(=O)N3CCC(N4CCCCC4)CC3)c3c4ccccc4n(C)c3c2=O)cc1 | -3.4 | -21.8 | -1.2 | -7.0 | -3.0 | -11.5 | -8.9 | 1.0 | 0.1 | -43.6
Cc1ccc(S(=O)(=O)N(C)CC(=O)Nc2ncccc2C)cc1 | -7.3 | 2.3 | -4.1 | 3.6 | -10.1 | -217.7 | 5.5 | 1.9 | -0.2 | -4.1
CCOC(=O)c1c(C)n(C)c2ccc(OC)c(NC(=O)CN3CCN(C4CCCCC4)CC3)c12 | 5.3 | 0.1 | 1.2 | 1.7 | -7.8 | -1.9 | -3.3 | -7.5 | 0.7 | 2.5
Cc1cccc(NC(=S)N2N=CCC2c2ccccc2)c1 (stereo not given) | 5.5 | -3.0 | -0.2 | -6.1 | 10.2 | -3.4 | -7.5 | 2.2 | 0.3 | 1.8
CCOc1ncccc1C(=O)OCC(=O)c1c[nH]c2ccccc12 | -6.8 | -6.0 | -2.1 | -3.4 | -9.9 | -6.5 | -2.4 | -0.2 | -0.5 | -17.4
Cc1nn(CC(=O)NCc2ccccc2)c(C)c1[N+](=O)[O-] | -4.2 | 0.5 | 1.5 | -4.2 | 3.7 | -2.1 | -2.4 | -3.7 | 0.2 | 2.9
O=C(O)c1cccc(S(=O)(=O)N(Cc2ccccc2)c2ccccc2)c1 | 6.2 | 0.5 | 1.8 | -4.9 | -2.9 | 0.1 | 6.5 | 4.8 | -0.5 | -0.5
Cc1nnc(SCC(=O)NCC2CCCO2)n1-c1ccccc1 (stereo not given) | 3.6 | -1.6 | 1.9 | 6.5 | 0.8 | -11.0 | -3.7 | 6.7 | -0.1 | -1.7
N/C(=N\OC(=O)CCCOc1ccccc1)c1ccc(Br)cc1 | 0.1 | -0.3 | 3.4 | -3.7 | -15.5 | -1.9 | -10.6 | -6.2 | -0.4 | -0.5
COC(=O)c1cc(NS(=O)(=O)c2ccc(NC(C)=O)cc2)ccc1Cl | -1.1 | -2.1 | 0.8 | 4.3 | 8.4 | -3.2 | 7.7 | 3.0 | 0.2 | -9.4
O=c1oc2cc(Oc3c([N+](=O)[O-])cc(C(F)(F)F)cc3[N+](=O)[O-])ccc2c2c1CCCC2 | 8.1 | -47.3 | -0.4 | -1.3 | 3.0 | -58.0 | -2.3 | -4.5 | -19.2 | -61.2
COc1ccc(CN(C)c2ncnc3sccc23)c(OC)c1OC | 1.1 | -0.8 | -0.6 | 1.9 | 8.6 | -1.2 | 12.7 | -2.2 | 0.0 | -6.8
CSc1ccc(S(=O)(=O)N2CCC(C(=O)N3CCOCC3)CC2)cc1 | 1.9 | -2.4 | 2.7 | 4.4 | -1.9 | -3.5 | -5.9 | -2.6 | 0.9 | -8.9
COc1cc(/C=C/C(=O)O)cc(S(=O)(=O)Nc2ccc(S(=O)(=O)N3CCCCC3)cc2)c1OC | -5.5 | -13.2 | -0.4 | 1.4 | -5.0 | -3.7 | -8.8 | 3.2 | 0.9 | -17.0
Cc1cc(C)nc(Nc2ccc(N3CCOCC3)cc2)n1 | -0.2 | 0.1 | 0.0 | -0.2 | -1.1 | -2.5 | 2.3 | -3.7 | -0.8 | 2.8
COCc1[nH]nc2c1C(c1ccc(F)cc1)N(c1ccccc1)C2=O (stereo not given) | 3.3 | 3.7 | 0.8 | -0.4 | 11.4 | 1.2 | 6.5 | 4.5 | 0.5 | -1.6
CC1/C(=N/O)C(CN(C)C)C2CC1C2(C)C (stereo not given) | 2.7 | 0.1 | -0.5 | 1.9 | -3.4 | -4.5 | 16.0 | 2.6 | 0.4 | 1.7
CCN(CC)S(=O)(=O)c1cccc(-c2n[nH]c(=S)n2/N=C/c2ccc(C(=O)OC)cc2)c1 | 1.8 | -39.0 | -1.3 | -3.2 | 4.7 | -7.3 | -2.2 | 3.5 | -0.4 | -47.8
S=C(NCCCc1ccccc1)NC1CCCCC1 | 2.1 | 1.9 | 0.8 | -3.6 | 3.7 | 1.4 | 2.1 | -0.5 | 0.0 | -1.5

The list goes on, overlapping the part above by 3 compounds.
SMILES | DDE Tn6 FP inh | PLCg1 inh | UHRF1 binding | MBD2 inh | ARFGAP1 inh | ADAM17 inh | ASAP1 inh | Tn7 DDE FP | proKLK7 act | PLCb3 inh
CC1/C(=N/O)C(CN(C)C)C2CC1C2(C)C (stereo not given) | 2.7 | 0.1 | -0.5 | 1.9 | -3.4 | -4.5 | 16.0 | 2.6 | 0.4 | 1.7
CCN(CC)S(=O)(=O)c1cccc(-c2n[nH]c(=S)n2/N=C/c2ccc(C(=O)OC)cc2)c1 | 1.8 | -39.0 | -1.3 | -3.2 | 4.7 | -7.3 | -2.2 | 3.5 | -0.4 | -47.8
S=C(NCCCc1ccccc1)NC1CCCCC1 | 2.1 | 1.9 | 0.8 | -3.6 | 3.7 | 1.4 | 2.1 | -0.5 | 0.0 | -1.5
CN(Cc1ccccc1)c1ncc(C=O)s1 | 3.7 | 3.0 | 2.7 | 4.7 | 8.4 | -1.8 | -11.8 | -4.0 | 0.1 | 3.0
COc1ccc2c(c1)-c1nc(/N=C/c3ccccc3O)sc1CC2 | 0.1 | -41.1 | -7.2 | -1.9 | -4.2 | -8.5 | -4.6 | -2.4 | -1.9 | -50.2
CSc1ccc(/C=C/C(=O)OCC(=O)c2ccc[nH]2)cc1 | -7.5 | -126.5 | -3.1 | -0.7 | -15.4 | -46.0 | 5.5 | -7.3 | -10.5 | -162.8
CCC(=O)N(C)CCc1cc2c(c(OC)c1/C=N/NC(=O)c1ccccc1O)OCO2 | -7.5 | -0.5 | 5.3 | 0.5 | -8.7 | 2.4 | 11.1 | 1.9 | 0.7 | -1.4
COc1ccc(CN2CCCC(N3CCN(c4ccc(OC)cc4)CC3)C2)cc1 (stereo not given) | 0.5 | 1.5 | 0.2 | -3.8 | 6.8 | -1.2 | -3.9 | -4.5 | -0.5 | -1.0
CN1C(=O)NC(c2ccc(C(F)(F)F)cc2)C2=C1CC(C)(C)CC2=O (stereo not given) | -1.0 | 0.8 | -1.2 | -2.5 | -3.2 | -6.0 | 1.2 | -4.0 | 0.1 | -4.1
Cc1ccc(S(=O)(=O)N2CCN(C)CC2c2ccccc2)cc1 (stereo not given) | 1.6 | -1.1 | -0.4 | 3.2 | -7.1 | -11.0 | 7.7 | 8.2 | -0.5 | -10.3
CCSc1nnc(NC(=O)c2c(C)noc2C)s1 | -1.3 | 1.3 | -1.1 | 4.1 | 3.0 | -2.7 | 4.3 | 0.0 | -0.2 | -9.5
N#Cc1ccccc1NC(=O)COC(=O)/C=C/c1cn(-c2ccccc2)nc1-c1ccc(Cl)cc1 | -4.2 | -1.0 | 0.6 | 2.6 | -8.8 | -7.0 | 11.8 | 3.6 | 0.5 | -8.3
CC(=O)Nc1cccc(NC(=O)CCNC(=O)c2ccccc2)c1 | -6.9 | 1.4 | -0.8 | -0.1 | 7.7 | -4.6 | -8.8 | 3.7 | -0.2 | 0.6
Cc1ccccc1N=C1NC(=O)C(CO)(CO)S1 | 3.8 | 1.7 | 2.1 | 4.7 | 5.0 | -3.4 | 3.3 | 3.4 | -0.1 | -8.2
CCOC(=O)c1ccc(NC(=O)c2ccccc2C)cc1 | 0.2 | -0.7 | 1.1 | 2.6 | 5.0 | -1.0 | -2.7 | 0.7 | -0.1 | -0.4
Nc1c(/C=C2/C=CC(=O)C(O)=C2)c(=O)nc2sc(CC(=O)N3CCCCC3)nn12 | -1.3 | -30.7 | 26.2* | 6.2 | -3.6 | -6.3 | -15.3 | -10.2 | -1.2 | -53.5
COC(=O)c1ccccc1S(=O)(=O)N(Cc1cc2ccc(OC)cc2[nH]c1=O)CC1CCCO1 (stereo not given) | -7.7 | -3.8 | 1.0 | 3.2 | 9.6 | -6.6 | 9.3 | -0.4 | 0.0 | -4.6
COCCN1CC(=O)N2C(c3cccc(OC)c3)c3[nH]c4ccccc4c3C[C@H]2C1=O (stereo not given in full) | -12.8 | -0.4 | -1.2 | -6.7 | -4.9 | 0.2 | -1.0 | 0.4 | 0.2 | -6.6
CCCCCCCN=CC1=C(O)CC(c2ccccc2)CC1=O (stereo not given) | 5.9 | -3.3 | -4.7 | 4.1 | -2.3 | -2.1 | 16.4 | 4.2 | -0.7 | -1.4
COc1ccc(CN2C(=O)C(C)=C(C)C2OC)cc1 (stereo not given) | 1.5 | -3.0 | -2.9 | -1.0 | 3.5 | -0.7 | 0.7 | 4.9 | 0.2 | -4.1
COc1ccc(C(=O)Nc2cnn(Cc3ccc(Cl)cc3)c2)cc1OC | 2.7 | -0.3 | -3.8 | -2.2 | -9.2 | 4.8 | -2.9 | 0.9 | -0.2 | 3.3

High-throughput results (PubChem)
